LmPK inhibitor: inhibitors of Leishmania mexicana pyruvate kinase; Q27686; purified LmPK, Kinase-Glo ATP luminescence, 1 h; Potency, µM (series often up to 57.5 µM), inactives show at the highest dose activity change, negative = inhibition, usual class: inhibitors; 0.37% of 290,000 active; AID 1721; further: potency means the concentration at half of the fitted maximal effect; on the % scale 0 is the no-effect control and ±100 the full control effect
Target sequence (Q27686 whole entry, looked up): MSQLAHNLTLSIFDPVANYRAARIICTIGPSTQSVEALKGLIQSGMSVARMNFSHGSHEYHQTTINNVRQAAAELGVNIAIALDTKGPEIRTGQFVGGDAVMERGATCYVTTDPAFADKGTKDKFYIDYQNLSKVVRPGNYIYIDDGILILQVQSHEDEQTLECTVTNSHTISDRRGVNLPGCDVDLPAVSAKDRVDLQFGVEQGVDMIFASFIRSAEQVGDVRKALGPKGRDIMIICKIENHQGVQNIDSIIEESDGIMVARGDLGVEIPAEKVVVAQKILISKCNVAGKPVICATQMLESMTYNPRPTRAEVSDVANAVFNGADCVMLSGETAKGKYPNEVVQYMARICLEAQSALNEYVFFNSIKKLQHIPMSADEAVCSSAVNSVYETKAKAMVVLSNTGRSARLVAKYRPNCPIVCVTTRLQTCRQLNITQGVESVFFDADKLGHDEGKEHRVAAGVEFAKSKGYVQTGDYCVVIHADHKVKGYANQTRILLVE
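qHTS format; LmPK 0.1 nM; substrates PEP 0.5 mM and ADP 0.1 mM. One-hour room-temperature incubation, then coupled luciferase luminescence; 0.5 nM enzyme wells mark activation.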
Pf growth 96h: inhibits malaria parasite growth, 96 h; P. falciparum luciferase reporter growth, 96 h; Potency, µM (highest dose often 28.7 µM), for inactives: at the top dose activity change, negative = inhibition, hits mostly inhibitors; 6.9% of 320,000 active; further: potency means the concentration at half of the fitted maximal effect; on the % scale 0 is the no-effect control and ±100 the full control effect
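Cell-based qHTS: luciferase-tagged P. falciparum in erythrocytes (2% hematocrit, 0.05% parasitemia final) incubated with compounds for 96 hours, 37 C, 5% CO2; luciferase detection reagent then added and luminescence measured.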
Shiga inhibitor: Shiga toxin inhibition; inhibition, % at 38.7 µM; Vero cells, Shiga toxin protein synthesis inhibition reporter; AID 2315; 9.2% of 290,000 active; in the data active means inhibition mostly above about 28%, no sharp cut-off; inactive means mostly below about 43%; further: 0% is about no effect
AMA1-RON2 inh: AMA1-RON2 (P. falciparum) interaction inhibition. 0.2% of 360,000 active. Potency, µM (doses to about 58.2 µM), for the others: at the top dose activity change, negative = inhibition, usual class: inhibitors. AlphaScreen AMA1-biotinylated RON2 peptide binding;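 further: potency means the concentration at half of the fitted maximal effect; 0% = vehicle wells and -100% = peptide control; nearly all actives have a fitted effect of over 45% in size; some results filed as inactive show a strong effect at the top dose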
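AMA1 (3D7) with his tag at 25 nM final met compounds first, then biotinylated RON2 peptide at 25 nM; detection used donor plus acceptor beads, 10 µg/mL apiece, read by AlphaScreen after 30 min at room temperature.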
Cycloheximide cs: affects cycloheximide protein synthesis inhibition readout, counter-screen; 12% of 300,000 active; AID 2314; cell reporter, cycloheximide protein synthesis inhibition counterscreen; max response, %; in the data active means max response mostly above about 13%, no sharp cut-off; inactive means mostly below about 14%; further: read at 38.3 µM for the half of the compounds with a filed dose; 0% is about no effect
Tb PYK inh: T. brucei pyruvate kinase inhibition. 0.12% of 410,000 active. TbPYK enzyme, Kinase-Glo Plus ATP luminescence, 45 min. Q57TT1. Potency, µM (highest dose often 76.8 µM), inactives show top-dose activity, negative = inhibition, hits mostly inhibitors. AID 624173; further: potency means the concentration at half of the fitted maximal effect; on the % scale 0 is the no-effect control and ±100 the full control effect; nearly all actives have a fitted effect of over 50% in size
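Luminescence from Kinase-Glo Plus, added after a 45-minute room-temperature reaction, served as the end-point read-out. The enzyme and substrate were preincubated with compound before ADP (130 uM final) initiated turnover. Concentration-effect curves came from normalized qHTS data.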
Pf growth 48h: P. falciparum growth inhibition at 48 hours (one generation); Potency, µM (series often up to 28.7 µM), for the others: at the top dose activity change, negative = inhibition, most hits filed as inhibitors; 5.9% of 310,000 active; P. falciparum luciferase growth in erythrocytes, 48 h; further: potency means the concentration at half of the fitted maximal effect; on the % scale 0 is the no-effect control and ±100 the full control effect
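Luciferase-expressing parasites in RBCs, 2% Hct / 0.1% parasitemia final; RPMI 1640 + 0.5% Albumax; 37 C, 5% CO2, one generation; luminescence read-out, lower signal = inhibition.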
Numbers without * were called inactive; ? = inconclusive; · = not tested or not shown; & = joins results of further samples; [ ] = remark or other dose. Unless noted, the call rests on the fitted dose curve; in most records, active means well fitted curve in the direction sought with a large enough effect; inconclusive means small, poorly fitted or top-dose-only effect, or another doubt; inactive means no such curve, though single readings can be large; an effect the other way counts as inactive or inconclusive.

Values run as follows: Tb PYK inh, Pf growth 96h, AMA1-RON2 inh, LmPK inhibitor, Cycloheximide cs, Shiga inhibitor, Pf growth 48h
[1] CCOC(=O)C(C)Oc1ccc(NC(=O)C(Cl)Cl)cc1 (centres undefined)
→ 2%, 12%, -10%, -2%, -3, 16, 10%
[2] O=C(O)CCc1nnc(SCC(=O)Nc2ccc(Cl)c(C(F)(F)F)c2)[nH]c1=O
→ -3%, 165%[activator], -12%, 0%, 6, -11, 7%
[3] CCCCC1CCC(C(=O)N(CCOC)c2c(N)n(CCCC)c(=O)[nH]c2=O)CC1 (centres undefined)
→ -8%, 10%, 16%, ·, ·, ·, ?
[4] N#Cc1c(Cl)nc(N/N=C/c2ccccc2)c(Cl)c1Cl
→ -8%, 5.2µM*, -2%, 4%, 7, 3, 7%
[5] CCCC(=O)Nc1ccc2c(c1)nc1n2CCN(C2CCCCC2)C1
→ -6%, ?, 5%, -1%, 2, 4, ?
[6] COc1cc(C2NC(=O)NC(C)=C2C(=O)OCc2ccc(C)cc2)cc(OC)c1O (centres undefined)
→ -9%, ·, 0%, 6%, -2, -8, ?
[7] CC(C)OC(=O)CC1C(=O)NCCN1C(=O)COc1ccc(C(C)(C)C)cc1 (centres undefined)
→ 8%, 3%, -11%, 2%, -10, -9, ?
[8] CC(C)NC(=O)C1CCN(Cc2cnn(-c3ccccc3)c2-n2cccc2)CC1
→ 4%, 16%, 13%, 2%, -4, -9, ?
[9] CN(c1cccc(NS(=O)(=O)c2cccs2)c1)S(C)(=O)=O
→ -3%, -1%, -2%, -8%, 9, 6, 8%
[10] COc1ccc(NC(=O)COC(=O)/C=C/c2ccccc2[N+](=O)[O-])cc1OC
→ -22%, 60%[activator], 4%, 1%, 0, -20, 19%
[11] COC(=O)c1cc(=O)nc2sc(-c3ccc(F)cc3)nn12
→ ?, 55%[activator], -1%, -3%, -4, -11, 18%
[12] NC(=O)CSc1ncnc2c1cnn2Cc1ccccc1
→ 5%, -30%, 5%, -1%, -1, 10, -17%
[13] N#Cc1c(-c2ccccc2Cl)c2c([nH]c1=O)-c1ccccc1OC2
→ 3%, 12%, -8%, 3%, 2, 9, 11%
[14] CN(C)Cc1ccccc1Cc1ccccc1
→ -5%, 12%, 4%, 2%, -1, 9, 3%
[15] Cc1ccc(-c2[nH]ncc2C(=O)c2ccc(Br)cc2)c(O)c1
→ -7%, ?, 72%[activator], 3%, 11*, 19, ?
[16] Cc1cccc(CNC(=O)CCn2ccc3cc(S(=O)(=O)N4CCCC4)ccc32)c1
→ -2%&-5%, ?, -6%, -2%, -1, -4, -15%
[17] O=C(Nc1ccc(F)cc1)c1cccnc1
→ 4%, 125%[activator], -3%, -3%, -4, -8, 32%[activator]
[18] N=C1c2ccccc2CN1NC(=O)c1ccc(Br)o1
→ 1%, 39%[activator], -7%, 5%, -2, 4, 31%[activator]
[19] CCCOc1ccc(C2C(C(=O)c3ccc(C)o3)=C(O)C(=O)N2Cc2ccco2)cc1 (centres undefined)
→ 1%, ?, 40%[activator], -9%, 5, -7, ?
[20] COc1cccc(Nc2c(F)c(OC)c(F)c(F)c2C(=O)O)c1
→ 1%, 4%, -2%, 0%, 1, -7, 52%[activator]
[21] CCCN1CC(=O)N2Cc3[nH]c4ccccc4c3C[C@H]2C1=O
→ 3%, 6%, -16%, 1%, 4, 30, 0%
[22] O=C(CCS(=O)(=O)c1cc(Br)cc2c1N(C(=O)C1CC1)CC2)N1CCN(c2ccccn2)CC1
→ 4%, -9%, 15%, 3%, 10, -33, ?
[23] CCc1nnc(NS(=O)(=O)c2ccc(NC(=S)NC(=O)/C=C/c3ccc(F)cc3)cc2)s1
→ -4%, 10µM*, 40%[activator], 2%, -3, -10, -2%
[24] Cc1nc2sccn2c(=O)c1S(=O)(=O)NC(C)c1ccccc1 (centres undefined)
→ -1%, ?, 13%, -1%, 5, 6, 41%[activator]
[25] O=C1C(Cc2ccccc2)SC(=Nc2ccccc2)N1c1ccccc1 (centres undefined)
→ 1%, 4%, 0%, 4%, 2, -7, 13µM*
[26] COc1c(C(C)C)cc(NC(C)=O)cc1C(C)C
→ -8%, ·, -5%, -2%, -2, 21, 6%
[27] Cn1ccs/c1=N\C(=O)Nc1ccccc1
→ -4%, 174%[activator], -1%, ?, 66*, 75*, 135%[activator]
[28] CCOc1ccc(CCNC(=O)CN2C(=O)c3cccnc3Oc3ccc(C)cc32)cc1OCC
→ 1%, 162%[activator], 3%, -2%, 2, 13, ?
[29] O=C1/C(=C\c2ccc(Cl)cc2Cl)N2CCC1CC2
→ 0%, 17%, 1%, -6%, 9, 20, 36%[activator]
[30] Nn1cc(-c2ccccc2)nc1SCC(=O)NCCN1C(=O)CSC1=O
→ 1%, 23%, -1%, -1%, 10, 34, 24%
[31] COc1ccc(Cl)cc1NC(=O)C/C(C)=N/NC(=O)CCc1ccccc1
→ -8%, 14%, 59%[activator], 6%, -2, -3, 1%
[32] CC1(C)CC(=O)C=C(Nc2cccc(O)c2)C1
→ 4%, -9%, 1%, -4%, -2, -2, 10%
[33] CC(C)COC(=O)CCn1[nH]c(=O)c2ccccc2c1=O
→ 10%, 12%, 17%, 3%, -1, -5, ·
[34] O=C(CCc1ccccc1)NNC(=O)c1cc(Cl)ccc1O
→ -2%, ?, 87%[activator], 9%, 1, 9, 39%[activator]
[35] COc1ccc(C(=O)NNC(=O)C2=NN(c3ccccc3)C(=O)CC2)cc1
→ 0%, 10%, 117%[activator], -2%, 2, -7, 35%[activator]
[36] C[C@@H]1O[C@@H](O[C@H]2[C@H](Oc3cc(O)c4c(c3)O[C@H](c3ccc(O)cc3)CC4=O)O[C@H](CO)[C@@H](O)[C@@H]2O)[C@H](O)[C@H](O)[C@H]1O
→ -9%, 11%, 3%, 1%, 8, -2, 1%
[37] O=c1c2ccccc2cnn1Cc1n[nH]c(=S)n1-c1ccc(F)cc1
→ ?, 27%, 0%, 1%, 1, 12, 6%
[38] O=C(Cn1c(=O)oc2cc(S(=O)(=O)N3CCc4ccccc43)ccc21)N1CCCCC1
→ -5%, ?, -6%, 1%, 0, -8, ·
[39] CCC1S/C(=N/N=C/c2ccco2)NC1=O (centres undefined)
→ 6%, 3%, 12%, -7%, 1, 22, 9%
[40] CCc1cccc(NC(=O)CCC(=O)N2CCSc3ccccc32)c1
→ -3%&1%, -20%, 9%, 0%, 7, 11, ?
[41] O=C(Nc1ccc([N+](=O)[O-])cc1Cl)c1cc(Cl)ccc1O
→ 5%&9%, ?, -7%, ·, ·, ·, ?
[42] COc1cc(C(C(=O)NC2CCCCC2)N(CCN2CCOCC2)C(=O)C2COc3ccccc3O2)cc(OC)c1OC (centres undefined)
→ -8%, 130%[activator], -8%, 9%, -2, -7, -24%
[43] CCOc1ccc(NS(=O)(=O)c2cc(C(=O)N3CC(C)OC(C)C3)ccc2C)cc1 (centres undefined)
→ -1%, -24%, -2%, ·, ·, ·, ?
[44] Cc1ccc(-c2cn3c(n2)SCC3)cc1
→ -1%, 14%, -6%, 2%, 43*, 141*, 230%[activator]
[45] COc1ccc(NC(=O)CN(C)C(=O)c2ccc3c(c2)OCCO3)cc1
→ 1%, -8%, 1%, ·, ·, ·, 12%
[46] Cc1nc(NC(=O)c2cc3ccccc3o2)sc1C
→ 2%, ?, -7%, -19%, 37*, 46, 87%[activator]
[47] CCCOc1ccc(C(=O)CCC(=O)OCC(=O)N(C)c2c(N)n(Cc3ccccc3)c(=O)[nH]c2=O)cc1
→ 7%, 43%[activator], -8%, -4%, -3, 3, 12%
[48] Cc1ccc2cc3c(nc2c1)OCC3
→ 5%, 59%[activator], -2%, -1%, 32*, 47*, 55%[activator]
[49] C=CCc1cc(Cl)ccc1OCCOCCNC(C)(C)C
→ -1%, 3%, 3%, -2%, -2, -8, 13µM*
[50] COc1ccc([N+](=O)[O-])cc1NC(=O)CSCc1ccc(Br)cc1
→ 7%, 13%, ?, 2%, 7, -3, 0%
[51] CC(=O)NCCC1CCCCN1C(=O)c1cc(COc2cc(C)ccc2C)on1 (centres undefined)
→ 0%, 28%, 6%, -1%, 45*, 101*, 25%
[52] Cc1nc(N)ncc1Sc1ccc(Cl)cc1
→ -5%, 23%, 6%, 10%, 10, -16, 23%
[53] CC(=O)NCCC(=O)Nc1cc(S(=O)(=O)N2CCCCC2)ccc1Oc1cccc(C)c1
→ -10%, 2%, 9%, -7%, -4, -11, 28%
[54] COC(=O)c1cc(NCc2cccs2)ccc1N1CCOCC1
→ -9%, 8.3µM*, 5%, -1%, 1, 31, -6%
[55] O=S(=O)(Nc1nc2ccccc2[nH]1)c1ccccc1
→ -4%, ?, -15%, 1%, 13, 55, 6%
[56] Cc1noc(C)c1CN(C(=S)NC1CC1)c1ccccc1
→ -5%, 19%, 3%[11.6 µM], 3%, 1, -3, -2%
[57] CCOc1ccc(/C(O)=C2/C(=O)C(=O)N(c3ncccn3)C2c2ccc(Cl)cc2)cc1 (centres undefined)
→ -2%, -7%, 5%, 7%, 9, 26, 88%[activator]

Part of the list above in order of molar mass, falling.
Values run as follows: Tb PYK inh, Pf growth 96h, AMA1-RON2 inh, LmPK inhibitor, Cycloheximide cs, Shiga inhibitor, Pf growth 48h
[36] C[C@@H]1O[C@@H](O[C@H]2[C@H](Oc3cc(O)c4c(c3)O[C@H](c3ccc(O)cc3)CC4=O)O[C@H](CO)[C@@H](O)[C@@H]2O)[C@H](O)[C@H](O)[C@H]1O
→ -9%, 11%, 3%, 1%, 8, -2, 1%
[38] O=C(Cn1c(=O)oc2cc(S(=O)(=O)N3CCc4ccccc43)ccc21)N1CCCCC1
→ -5%, ?, -6%, 1%, 0, -8, ·
[37] O=c1c2ccccc2cnn1Cc1n[nH]c(=S)n1-c1ccc(F)cc1
→ ?, 27%, 0%, 1%, 1, 12, 6%
[24] Cc1nc2sccn2c(=O)c1S(=O)(=O)NC(C)c1ccccc1 (centres undefined)
→ -1%, ?, 13%, -1%, 5, 6, 41%[activator]
[49] C=CCc1cc(Cl)ccc1OCCOCCNC(C)(C)C
→ -1%, 3%, 3%, -2%, -2, -8, 13µM*
[56] Cc1noc(C)c1CN(C(=S)NC1CC1)c1ccccc1
→ -5%, 19%, 3%[11.6 µM], 3%, 1, -3, -2%
[12] NC(=O)CSc1ncnc2c1cnn2Cc1ccccc1
→ 5%, -30%, 5%, -1%, -1, 10, -17%
[55] O=S(=O)(Nc1nc2ccccc2[nH]1)c1ccccc1
→ -4%, ?, -15%, 1%, 13, 55, 6%
[52] Cc1nc(N)ncc1Sc1ccc(Cl)cc1
→ -5%, 23%, 6%, 10%, 10, -16, 23%
[48] Cc1ccc2cc3c(nc2c1)OCC3
→ 5%, 59%[activator], -2%, -1%, 32*, 47*, 55%[activator]

Assay outcomes as filed in PubChem BioAssay.
